PfM18AAP inh – PfM18AAP enzyme inhibition | recombinant PfM18AAP, H-Glu-NHMec fluorogenic cleavage | inhibition, % at 7.35 µM | 290,000 tested, 1.2% active | AID 1822;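 active = inhibition above the campaign mean inhibition over all tested compounds plus 3 SD, cut at about 28% in these data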;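 note: 0% = plate median of test compound wells and 100% = 2 mM ZnCl2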
IDE act – boosts human insulin-degrading enzyme activity in HEK cells; activation, % at 5.96 µM; 340,000 tested, 0.073% active; P14735; AID 493087; FAbeta-B cleavage, fluorescence polarization; 0% vehicle, 100% cell-free pure enzyme wells;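 active = activation above the mean of all tested compounds plus 3 SD, set per screening campaign, cut at about 17% in these data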
IDE inh – inhibitors of human insulin-degrading enzyme in cells; P14735; HEK cells, FAbetaB cleavage, fluorescence polarization; inhibition, % at 5.59 µM; 320,000 tested, 0.41% active; AID 434962;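 active = percent inhibition above the average of all tested compounds plus 3 SD, set per screening campaign, cut at about 16% in these data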;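 note: IDE supplied by intact live HEK cells; FP after avidin binding of uncleaved biotin substrate so inhibition keeps polarization high; 0% = DMSO wells and 100% = 60 µM reference IDE inhibitor Ii1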
UBC9 SUMO inh – blocks human SUMOylation mediated by UBC9; P63279; HTRF SUMOylation assay, SAE1/SAE2 + UBC9, in vitro; inhibition, % at 35 µM; 290,000 tested, 0.36% active; in the data active = inhibition above about 50%, passing the limit was not always enough; note: strong numbers were not always called active
VIM-2 inh – blocks Pseudomonas aeruginosa VIM-2 metallo-beta-lactamase; purified VIM-2, nitrocefin hydrolysis, epi-absorbance fluorescence; 290,000 tested, 0.89% active; inhibition, % at 5.6 µM;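 active = inhibition above the mean of all tested compounds plus 3 SD, cutoff set per screening run, cut at about 7.5% in these data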;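 note: red hydrolysis product quenches plate fluorescence so inhibitors raise well fluorescence; 0% = enzyme with DMSO and 100% = DMSO without enzyme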
IMP-1 inh – blocks Pseudomonas aeruginosa IMP-1 metallo-beta-lactamase | AID 1556 | purified IMP-1, nitrocefin hydrolysis, epi-absorbance fluorescence | 290,000 tested, 0.45% active | inhibition, % at 5.6 µM;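 active = inhibition above the mean plus 3 SD of all compounds in the same screening run, cut at about 4.5% in these data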;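 note: 0% = IMP-1 with DMSO and 100% = DMSO wells lacking enzyme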
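Assay system: purified IMP-1; Quantity: IMP-1 0.2 nM before substrate addition; Medium: HEPES buffer pH 7.1 with ZnSO4 and Brij 35; Incubation: 15 min enzyme–compound preincubation, then 25 min nitrocefin reaction, 25 °C; Signal: fluorescence quenching readout, ex 480/em 530 nm; Controls: DMSO with and without IMP-1; Repeats: singlicate testing.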
HCV NS3 hel inh – inhibitors of Hepatitis C virus NS3 helicase; NS3 helicase DNA unwinding, Cy5 molecular beacon fluorescence; inhibition, % at 10.9 µM; 290,000 tested, 0.56% active; AID 1800;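 active = inhibition above the mean of all tested compounds plus 3 SD, set per campaign, cut at about 35% in these data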;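 note: 0% = DMSO wells and 100% = thioflavine S control wells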
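Assay system – hepatitis C virus NS3 helicase domain fragment enzyme · Buffer or medium – MOPS pH 6.5, MgCl2, DTT, Tween20, BSA · Reagent – Cy5/quencher beacon DNA duplex and ATP to start · Compound – single 10.9 µM dose · Timing – 1 h at 25 °C · Technique – Cy5 beacon fluorescence read at start and 1 h · Measure – % inhibition of unwinding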
FID counter – displaces DNA intercalator in HCV helicase counter-screen; DNA fluorescent intercalator displacement, fluorescence; inhibition, % at 7.9 µM; 290,000 tested, 0.17% active; in the data active = inhibition above about 37%;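 note: 0% = vehicle and 100% = reference compound; higher means more ethidium bromide displaced from hairpin DNA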
pCIP destab – lowers stability of the mouse p/CIP coactivator protein; Q05BA5; F442A p/CIP-EGFP cells, EGFP fluorescence, 16 h; decrease of EGFP signal, % at 10 µM; 290,000 tested, 0.01% active;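 active = EGFP signal decrease of at least 30% at 10 µM or well 3 SD below plate mean, unless failing retest; inactive = the rest, including hits failing retest or dose response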; note: some compounds called inactive have numbers as strong as hits; many of its hits are not listed in these tables
Target sequence (Q05BA5 1-1403): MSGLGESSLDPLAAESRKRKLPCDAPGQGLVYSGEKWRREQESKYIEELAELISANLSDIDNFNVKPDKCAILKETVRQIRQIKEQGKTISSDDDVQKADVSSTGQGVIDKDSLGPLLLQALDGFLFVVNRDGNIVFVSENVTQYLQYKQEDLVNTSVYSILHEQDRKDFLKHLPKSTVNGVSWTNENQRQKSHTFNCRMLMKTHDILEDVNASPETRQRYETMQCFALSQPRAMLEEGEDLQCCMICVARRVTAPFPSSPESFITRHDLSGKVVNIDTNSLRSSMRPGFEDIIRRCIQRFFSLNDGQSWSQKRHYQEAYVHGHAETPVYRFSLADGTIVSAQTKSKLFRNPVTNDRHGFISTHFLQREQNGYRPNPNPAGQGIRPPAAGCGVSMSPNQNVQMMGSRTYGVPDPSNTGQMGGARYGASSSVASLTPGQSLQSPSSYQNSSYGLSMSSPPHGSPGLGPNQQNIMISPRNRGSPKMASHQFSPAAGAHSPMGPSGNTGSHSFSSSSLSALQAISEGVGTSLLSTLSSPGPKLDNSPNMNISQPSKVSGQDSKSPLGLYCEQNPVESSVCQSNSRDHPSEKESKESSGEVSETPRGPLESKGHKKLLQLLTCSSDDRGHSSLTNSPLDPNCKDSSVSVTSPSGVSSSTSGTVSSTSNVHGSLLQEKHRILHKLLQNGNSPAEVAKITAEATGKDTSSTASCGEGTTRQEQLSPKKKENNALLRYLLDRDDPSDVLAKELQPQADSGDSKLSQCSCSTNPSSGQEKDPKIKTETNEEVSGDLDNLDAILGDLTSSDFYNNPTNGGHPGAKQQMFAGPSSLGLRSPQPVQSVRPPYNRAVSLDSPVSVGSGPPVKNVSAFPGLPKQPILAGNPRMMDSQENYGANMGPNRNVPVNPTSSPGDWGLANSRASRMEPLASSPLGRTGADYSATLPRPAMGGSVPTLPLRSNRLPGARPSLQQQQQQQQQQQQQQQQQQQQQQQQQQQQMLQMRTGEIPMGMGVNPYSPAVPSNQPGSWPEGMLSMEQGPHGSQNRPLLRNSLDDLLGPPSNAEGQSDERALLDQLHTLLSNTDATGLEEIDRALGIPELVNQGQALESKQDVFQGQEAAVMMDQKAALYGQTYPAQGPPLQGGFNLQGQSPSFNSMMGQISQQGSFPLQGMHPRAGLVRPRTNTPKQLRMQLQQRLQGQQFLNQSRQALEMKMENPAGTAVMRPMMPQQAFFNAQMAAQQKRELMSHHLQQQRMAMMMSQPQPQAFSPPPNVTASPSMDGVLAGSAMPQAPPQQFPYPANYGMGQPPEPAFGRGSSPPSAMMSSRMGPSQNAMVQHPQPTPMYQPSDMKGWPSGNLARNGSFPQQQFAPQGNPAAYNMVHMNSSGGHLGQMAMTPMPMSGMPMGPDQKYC
The depositor's hits bear a star; . = no result given.

Values in the order – FID counter	UBC9 SUMO inh	IDE act	VIM-2 inh	HCV NS3 hel inh	pCIP destab	IDE inh	IMP-1 inh	PfM18AAP inh
> O=C1Nc2cc(C(=O)N3CCN(c4ccccc4F)CC3)ccc2NC1CSCc1ccccc1F (stereo unspecified)
  -27	30	.	-2.9	5	-9	8	-3.8	5
> CCOc1ccc(/C=N/OC(C)C(=O)NCc2ccc3c(c2)OCO3)cc1 (stereo unspecified)
  -25	12	2	-2.8	5	6	3	-1.3	-3
> CC(C)(C)c1ccc(OCCNCc2ccccc2)cc1
  27	-2	5	-1.5	-62	-3	-3	-1.5	3
> CC(=O)N(c1nc(/C=C\C(=O)O)cs1)c1ccccc1F
  -3	12	8	-1.9	3	2	-1	-3.0	0
> Cc1ccccc1N(C(=O)CCC(=O)Nc1ccccn1)C(C(=O)NC(C)C)c1ccc(F)cc1 (stereo unspecified)
  -34	-18	3	-1.0	-6	0	-12	-0.8	-11
> O=C(Cn1nc(-c2ccco2)ccc1=O)Nc1cc(C(F)(F)F)ccc1Cl
  -27	.	-4	-1.6	8	-18	-1	-0.6	-8
> CC(C)(O)C(=O)NNC(=S)NCc1ccco1
  -3	16	-2	-0.7	6	-10	5	-3.1	42*
> CC(/C=C/c1ccc(Cl)o1)=C\C(=O)O
  1	16	3	-1.1	2	-5	2	-0.9	-23
> CCOC(=O)NCN1C(=O)C2C3C=CC(C3)C2C1=O (stereo unspecified)
  -3	13	5	-2.9	15	-20	8	-2.9	-2
> CCN(CC)c1ccc(C=O)c(OC)c1
  3	-6	2	-6.7	0	-6	3	-4.5	6
> O=C(O)[C@H](Cc1ccccc1)NC(=O)N1CCN(c2cccc(C(F)(F)F)c2)CC1
  -40	10	7	-2.1	19	-9	-8	-3.2	2
> CC1CCCCC12NC(=O)N(CC(=O)c1ccc(Cl)s1)C2=O (stereo unspecified)
  -14	8	0	-2.1	9	1	4	-2.0	5
> CC(=O)c1c(C)[nH]c(C(=O)CSc2nnc(N)s2)c1C
  -1	20	1	-1.9	7	12	-3	-3.3	-1
> CCc1ccc(CCC(=O)Nc2ccc(C)cc2C)o1
  -9	-19	-1	-2.5	6	-9	-4	-3.3	3
> CCN1c2ccccc2-c2nc3ccccc3n2C1c1cccnc1 (stereo unspecified)
  -11	0	-2	-0.8	-3	5	0	-3.0	1
> CCCCCCCCCS(=O)(=O)N/N=C/c1cccc([N+](=O)[O-])c1
  -5	2	5	-1.3	3	-4	5	0.0	-5
> O=C(CN1CCCC1=O)NC1CCCc2c1cnn2-c1cc(F)cc(F)c1 (stereo unspecified)
  -13	16	5	-2.9	3	-9	2	-1.5	-1
> Cc1ccc(-c2n[nH]c(=S)n2/N=C/c2sccc2C)cc1
  -24	4	4	-4.9	-10	7	1	-5.6	0
> Cc1cccc(C(=O)Nc2ccccc2NC(=O)c2cccc(C)c2)c1
  -30	-11	6	-1.5	-7	2	.	0.1	-11
> O=C(CSc1nnc(SCc2ccc(Cl)cc2)s1)N/N=C/c1c[nH]c2ccccc12
  2	.	3	-2.7	-9	0	-4	-1.4	5
> Cc1c2c(n3c(nc4ccccc43)c1C#N)N(CCN1CCOCC1)CC2
  -8	17	0	6.9	5	0	4	-1.9	0
> Cc1nc2c(-c3ccc(Cl)cc3)c(C)[nH]n2c(=O)c1Cc1ccccc1
  -11	7	0	-2.9	0	-3	7	-4.1	-7
> Cc1cccc(-n2ncc3c(N4CC(C)CC(C)C4)ncnc32)c1 (stereo unspecified)
  -5	10	-1	-3.0	1	-4	1	-3.2	0
> O=S1(=O)CCOC[C@H](c2ccccc2)N1Cc1cccc(F)c1
  -19	18	-1	-1.1	-27	-15	3	1.2	-1
> COc1cc(Br)cc2cc(C(=O)OC3CCN(C)CC3)c(=O)oc12
  9	.	6	14*	-5	.	1	-1.4	-1
> CCCOC(=O)CCn1c(=S)oc2ccccc21
  -7	11	5	1.3	-17	-4	2	3.6	-5
> CN(CCC#N)C(=O)COC(=O)c1ccc(Cl)c(S(=O)(=O)N(C)c2ccccc2)c1
  -23	24	0	-3.1	-13	-7	-6	-2.0	2
> C/C(=N\NC(=O)CNC(=O)C1COc2ccccc2O1)c1ccc(Cl)cc1 (stereo unspecified)
  -14	4	4	-1.4	-28	6	0	-0.3	-11
> COc1ccc(-n2cnnc2SCC(=O)Nc2cccnc2Cl)cc1
  -13	-9	-1	-2.5	11	12	-1	-2.2	4
> CCOC(=O)CNC(=O)c1ccc2c(c1)OCCO2
  8	-4	0	-0.8	3	5	6	-1.3	-1
> CN1CCN(c2nc(-c3ccc(Cl)c(Cl)c3)nc3ccccc23)CC1
  7	-12	1	0.0	-54	7	0	0.1	6
> CCOc1cccc2sc(N(CCCN(C)C)C(=O)c3ccc(S(=O)(=O)N(C)c4ccccc4)cc3)nc12
  9	-1	2	-1.6	-80	-4	0	-4.6	-13
> CC(c1ccccc1)n1c(Br)nc2c1c(=O)[nH]c(=O)n2C (stereo unspecified)
  -2	5	7	-0.9	1	1	7	-3.5	-7
> O=C(NCCc1c[nH]c2ccccc12)C1CCN(Cc2ccc(Br)cc2)CC1
  11	5	-3	0.1	-31	-4	-5	-2.2	-8
> COc1cccc(C(=O)NNC(=O)C2CC(C)=C(C)CC2C(=O)O)c1 (stereo unspecified)
  3	-28	3	-2.3	-4	1	2	-2.7	4
> COC(=O)C1(CCSC)NC(c2ccccc2OC)C2C(=O)N(C)C(=O)C21 (stereo unspecified)
  0	9	0	-3.2	-3	-3	4	1.7	-6
> COc1ccc(Cc2[nH]n3c(=O)cc(C)nc3c2-c2ccccc2)cc1
  -6	10	4	-0.9	-12	-5	0	-0.2	-3
> CCC(C)(C)n1nnnc1C(c1ccc(OC)c(OC)c1)N1CCN(c2ccc(F)cc2)CC1 (stereo unspecified)
  -32	-1	4	0.3	-13	-3	4	-4.5	-4
> O=C(NCCc1c[nH]c2ccccc12)C(=O)NCC(c1ccco1)N1CCN(c2ccccc2F)CC1 (stereo unspecified)
  -7	-3	1	-1.8	4	2	-1	-0.2	-13
> Cc1ccc(S(=O)(=O)Nc2cccnc2)cc1C
  -4	10	3	0.1	-7	-4	0	0.2	2
> O=C(CSc1nc2c(sc3ccccc32)c(=O)n1CCO)NCc1ccco1
  -5	2	1	-0.4	6	-13	-1	-1.9	-2
> Cc1ccc2ncccc2c1NC(=S)NC(=O)c1ccccc1
  -18	16	-7	-1.4	5	2	12	0.9	-15
> COC(=O)CCC(=O)NNC(=O)c1cccc(Br)c1
  -3	-14	10	-1.5	-6	4	3	-1.3	-11
> COc1ccc(OC)c(-c2c[n+](=O)c3c(n2[O-])CCCC3)c1
  -2	12	3	-1.9	4	-6	0	-2.4	-2
> Cc1ccc(C)c(/C=N/NC(=S)NC(C)C)c1
  -18	2	6	-5.7	-14	0	-10	-1.4	2
> COc1cccc(-n2nnc3c(=O)n(Cc4ccc(F)cc4)cnc32)c1
  2	-24	-5	-2.4	1	6	3	-0.6	-7
> CCCn1cnc2cc(NCc3cccc(OC)c3)ccc21
  -5	-5	10	0.7	-2	1	-7	-3.7	14
> O=C(CN(C(=O)c1csnn1)c1ccc(F)c(Cl)c1)NCc1ccc2c(c1)OCO2
  -19	17	-2	-3.5	1	-11	1	-1.9	-14
> COCC(C)n1c(C)cc(C(=O)COc2ccc(S(=O)(=O)N3CCOCC3)cc2Cl)c1C (stereo unspecified)
  -29	14	4	-3.1	1	4	4	-3.0	2
> Cc1ccccc1NC(=O)Cn1nc(C(F)(F)F)cc1C1CC1
  -1	2	6	-2.8	-37	2	-1	0.6	3
> Cc1nn(Cc2ccccc2Cl)c(C)c1NC(=O)CCCn1nc(C)c([N+](=O)[O-])c1C
  -28	28	5	-2.7	3	-11	2	-3.1	-7
> COc1ccc(CN2CCNC(=O)C2CC(=O)NCC2CCOCC2)c(F)c1 (stereo unspecified)
  -12	1	4	-2.5	-1	-1	-3	-1.4	-5
> CC1(C(=O)Nc2nc3ccccc3s2)CC1(Br)Br (stereo unspecified)
  -3	-9	1	0.5	-20	-3	.	-0.9	3
> Cc1cc2c(=O)oc(-c3ccc(Br)cc3)nc2s1
  -6	-3	7	-3.3	0	-14	-1	-1.3	-2
> Cc1c(O)cc2c(c1O)C(=O)CC(c1ccc(O)cc1)O2 (stereo unspecified)
  -8	50	5	-1.3	8	-8	-7	-2.7	25
> CCCn1c(SCC(=O)NCc2ccc(C)cc2)n[nH]c1=O
  -12	8	-1	0.2	-5	-13	1	-1.9	-3
> CC(C)(C)OC(=O)CC[C@@H](C(=O)N1CCN(C(=O)OC(C)(C)C)CC1)n1cc(C(Cc2ccc(O)cc2)NC(=O)OC(C)(C)C)nn1 (stereo partly specified)
  -51	-15	-1	-1.5	-9	-1	-5	-2.8	5
> COc1cc(-c2cc(C(=O)Nc3ccc(S(N)(=O)=O)cc3)c3ccccc3n2)cc(OC)c1OC
  -27	13	2	-1.0	-4	-11	10	-3.5	-2
> C=CCNC(=S)N1CCN(c2ncc3c(=O)c(C(=O)O)cn(CC)c3n2)CC1
  -4	16	3	4.2	2	0	-2	-2.0	-4
> C#CCOCCOCCOCCNc1nc(N2CCN(C(=O)C(Cc3cc4ccccc4[nH]3)n3cc(C(N)Cc4ccc(O)cc4)nn3)CC2)nc(N2CCN(C(=O)C(Cc3cc4ccccc4[nH]3)n3cc(C(N)Cc4ccc(O)cc4)nn3)CC2)n1 (stereo unspecified)
  52*	-24	.	-2.4	-14	-18	.	-3.0	3

New compounds follow:
Values in the order – FID counter	UBC9 SUMO inh	IDE act	VIM-2 inh	HCV NS3 hel inh	pCIP destab	IDE inh	IMP-1 inh	PfM18AAP inh
> CCOc1ccc(NC(=O)COn2nnc3ccc(S(=O)(=O)N4CCOCC4)cc32)cc1
  -4	22	6	-3.1	3	-1	-2	-0.9	3
> FC(F)(F)c1cccc(Cc2noc(CN3CCCC(OCc4ccccn4)C3)n2)c1 (stereo unspecified)
  -14	-10	1	-4.0	-22	-14	1	-2.3	-3
> CCCn1c(=O)[nH]c2ccccc21
  -3	-3	1	-3.6	-4	5	4	-3.2	-3
> Cn1c(SCc2nc3ccccc3c(=O)[nH]2)nnc1-c1ccco1
  -6	2	-2	1.8	5	6	2	-2.1	-16
> CCCOc1ccc(N2C(=O)CC(N(O)c3ccccc3)C2=O)cc1 (stereo unspecified)
  -15	-4	-1	2.1	28	0	-6	-2.4	19
> CCN(CC)c1ccc(/C=C2/C(=O)N(c3ccc([N+](=O)[O-])cc3)N=C2N2CCOCC2)cc1
  3	16	.	-1.8	4	1	-6	-4.3	-4

Entries shown so far containing a cyano group (two):
Values in the order – FID counter	UBC9 SUMO inh	IDE act	VIM-2 inh	HCV NS3 hel inh	pCIP destab	IDE inh	IMP-1 inh	PfM18AAP inh
> Cc1c2c(n3c(nc4ccccc43)c1C#N)N(CCN1CCOCC1)CC2
  -8	17	0	6.9	5	0	4	-1.9	0
> CN(CCC#N)C(=O)COC(=O)c1ccc(Cl)c(S(=O)(=O)N(C)c2ccccc2)c1
  -23	24	0	-3.1	-13	-7	-6	-2.0	2
